Screening data (PubChem)
ERp5 block: ERp5 (human) disulfide isomerase inhibition. inhibition, % at 9.99 µM. 0.05% of 350,000 active. ERp5 insulin aggregation, absorbance 650 nm, 90 min. Q15084;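 active = mean replicate inhibition above about 25%, with every replicate also reaching it, limit read from the data, passing the limit was not always enough; inconclusive = only one of those two criteria met; inactive = neither criterion met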
C2C12 statin: protects C2C12 myotubes from simvastatin toxicity; ATP luminescence, 48 h; scaled: DMSO 0, geranylgeraniol control 100; rescue of ATP level, % at 7.49 µM; AID 602340; 0.78% of 330,000 active;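 active = mean ATP rescue above about 67%, or every replicate alone reaching that limit, limit read from the data, passing the limit was not always enough; inconclusive = no clear call, values can overlap the other calls; inactive = mean under the limit and some replicate under it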;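 note: myotubes were challenged with 10 µM simvastatin during compound exposure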
DENV2 CPE: DENV2-induced cell death inhibition | DENV2-infected cells, cytopathic effect rescue, plate reader | CPE inhibition, % at 9.99 µM | 1.7% of 350,000 active; in the data active = CPE inhibition above about 20%, passing the limit was not always enough; inconclusive = no clear call, values can overlap the other calls; tested in BHK-21 cells;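 note: 0% = median of neutral control wells and 100% = median of positive control wells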
SIRT5 block: sirtuin-5 (human) deacylase inhibition; Purified SirT5, succinyl-peptide AMC, trypsin-coupled fluorescence; inhibition, % at 15 µM; 1.1% of 330,000 active; in the data active = inhibition above about 15%; inconclusive = no clear call, values can overlap the other calls
Target sequence (Q9NXA8 whole entry, looked up): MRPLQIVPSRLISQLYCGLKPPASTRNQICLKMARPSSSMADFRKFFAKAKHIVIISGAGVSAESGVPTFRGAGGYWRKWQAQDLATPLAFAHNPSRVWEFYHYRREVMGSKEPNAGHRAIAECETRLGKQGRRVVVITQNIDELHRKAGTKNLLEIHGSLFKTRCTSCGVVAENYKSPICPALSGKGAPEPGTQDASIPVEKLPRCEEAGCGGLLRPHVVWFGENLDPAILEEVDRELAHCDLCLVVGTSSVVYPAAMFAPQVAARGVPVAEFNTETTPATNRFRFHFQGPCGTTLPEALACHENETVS
E-sel inducer: induces E-selectin expression in human endothelial cells | P16581 | HUVEC E-selectin immunofluorescence imaging; normalized: neutral wells 0, TNF-alpha wells 100 | activation, % at 7.58 µM | 0.37% of 260,000 active | AID 686992;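 active = mean E-selectin-positive cell signal at least 10% of the positive control, reached in at least 60% of replicates, without over 20% cell loss; inconclusive = no rule given, readout overlaps actives, possibly toxicity-flagged; inactive = the rest, including those meeting only one limit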;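 note: in these data hits start at about 27%; measured in HUVEC primary endothelial cells; signal is the percent of cells scored E-selectin positive by PE staining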
Target sequence (P16581 whole entry, looked up): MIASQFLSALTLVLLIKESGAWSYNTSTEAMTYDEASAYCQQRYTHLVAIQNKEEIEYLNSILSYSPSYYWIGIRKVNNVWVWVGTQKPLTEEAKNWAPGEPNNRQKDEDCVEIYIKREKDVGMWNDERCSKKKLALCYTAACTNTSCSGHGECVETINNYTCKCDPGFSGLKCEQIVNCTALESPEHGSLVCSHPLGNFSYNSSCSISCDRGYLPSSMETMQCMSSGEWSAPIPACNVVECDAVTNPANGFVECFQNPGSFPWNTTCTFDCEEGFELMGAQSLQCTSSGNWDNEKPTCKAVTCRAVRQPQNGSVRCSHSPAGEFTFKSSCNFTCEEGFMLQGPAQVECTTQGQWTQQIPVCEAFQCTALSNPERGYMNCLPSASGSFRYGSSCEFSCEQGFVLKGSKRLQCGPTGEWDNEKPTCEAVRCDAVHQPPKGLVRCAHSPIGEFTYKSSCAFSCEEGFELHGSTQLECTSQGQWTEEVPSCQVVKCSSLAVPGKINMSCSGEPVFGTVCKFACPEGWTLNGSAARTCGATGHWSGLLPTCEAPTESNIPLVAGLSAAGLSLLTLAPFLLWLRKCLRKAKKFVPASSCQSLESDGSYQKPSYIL
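Test system: HUVEC | Signal: Immunofluorescence imaging | Read-out: Percent E-selectin-positive cells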
S100A4 inh HTS: inhibitors of human S100A4 binding to myosin IIA peptide; S100A4/TAMRA-MyoIIA peptide fluorescence polarization; 0.14% of 360,000 active; P26447; AID 652163; inhibition, % at 10.7 µM;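 active = mean inhibition of at least 70% across replicates, with every replicate also reaching that level; inconclusive = mean inhibition reaches 70% but some replicates fall short; inactive = mean inhibition below 70%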
Target sequence (P26447 whole entry, looked up): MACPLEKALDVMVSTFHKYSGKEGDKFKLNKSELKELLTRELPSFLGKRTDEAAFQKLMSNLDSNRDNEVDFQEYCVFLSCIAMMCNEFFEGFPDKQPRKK
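Material: S100A4 monomer protein / Buffer or medium: 50 mM HEPES pH 7.2, 10 mM CaCl2, 100 mM KCl / Times: 5 min incubation before reading / Benchmarks: neutral control DMSO, positive control TFP / Reagent: labelled myosin peptide probe, 5 nM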
PglD inh: blocks C. jejuni PglD acetyltransferase activity; purified PglD enzyme, DTNB colorimetric CoA detection; inhibition, % at 12.5 µM; 0.098% of 360,000 active; AID 602405; in the data active = inhibition above about 16%, passing the limit was not always enough; inconclusive = no clear call, values can overlap the other calls; note: strong numbers were not always called active
* hit, by the source's call; ? = inconclusive; . = not tested or not shown.

SMILES	ERp5 block	C2C12 statin	DENV2 CPE	SIRT5 block	E-sel inducer	S100A4 inh HTS	PglD inh
CCn1c(SCc2ccccc2)nc2ccccc2c1=O	5.2	-0.7	-6.7	-3.0	.	4.4	1.4
COc1ccc(C(C#N)c2ccc(=O)[nH]n2)cc1 (configuration not stated)	5.6	.	-0.1	-1.5	.	-3.0	.
CCOC(=O)c1[nH]ncc1CN1CCN(Cc2ccccc2)C(CCO)C1 (configuration not stated)	1.6	-0.5	2.5	-0.8	0.2	-0.7	.
O=C(c1ccc(F)cc1)c1cccc(C(=O)c2ccc(F)cc2)n1	-5.7	1.3	-1.3	-1.2	-0.1	0.1	.
Cc1cc(C)cc(C(=O)N/N=C/c2ccoc2)c1	10.6	.	-2.1	-2.5	-0.1	-6.8	17.1
C[C@H]1Cn2cnc(C(=O)N(C)Cc3ccccc3)c2C(=O)N1	-0.9	.	8.3	-0.2	.	-3.1	.
CCOC(=O)C(=CNc1cc(C(F)(F)F)ccc1N1CCOCC1)C(=O)OCC	-1.0	-8.1	-1.0	-2.6	.	0.5	4.7
OC[C@@H]1[C@@H](c2ccc(-c3ccccc3F)cc2)[C@@H]2CN(Cc3ccncc3)CCCCN12	.	.	22.3*	.	-0.2	.	-1.0
COc1ccc(NCc2nnc(SCC(=O)NCc3ccccc3)n2-c2ccccc2OC)cc1	4.8	5.8	.	-2.2	.	4.4	4.7
Cc1cc(C)c2cc(CN(CCO)C(=O)NC3CCCCC3)c(=O)[nH]c2c1	3.6	-7.1	14.3	-1.3	0.2	-6.1	-3.6
O=C(CCC(=O)N1CCN(c2ccc(F)cc2)CC1)c1ccc(Cl)cc1	2.3	0.8	4.8	2.0	0.3	-9.1	.
Cc1oc2ccc(OCc3ccc(F)cc3Cl)cc2c1C(=O)O	-6.4	6.5	1.8	0.0	.	-0.8	-0.5
COc1cc(/C=C/C(=O)N2CCC=CC2=O)cc(OC)c1OC	3.9	-28.9	-8.1	-2.5	0.2	-6.2	0.7
O=C(CC1Nc2cccc3cccc(c23)NC1=O)Nc1ccc(F)cc1 (configuration not stated)	-3.8	8.8	-5.4	-3.4	.	0.3	-1.4
C[C@@H]1CCCCO[C@@H](CN(C)S(=O)(=O)c2ccc(Cl)cc2)[C@@H](C)CN([C@H](C)CO)C(=O)c2cc(NC(=O)CCC(F)(F)F)ccc2O1	1.0	.	-10.1	3.5	-0.2	-5.1	-1.2
CCN1C(=O)[C@H]2[C@@H](c3ccc(C)cc3)N[C@]3(CCCN(CCC(C)C)C3=O)[C@H]2C1=O	2.0	-14.0	-19.1	-1.5	0.0	-3.9	-1.4
CCOC(=O)C(C(=O)OCC)N(C#N)c1nc(N(C)C)nc(N(C)C)n1	-1.9	-4.7	-0.4	-0.6	1.9	2.1	4.1
Cc1ccc(C(=O)Nc2ccccc2C(=O)O)cc1NC(=O)COc1c(C)cccc1C	3.0	-9.3	3.1	-2.8	.	1.2	5.2
N#CC(C(=O)c1ccccc1Cl)=C1SCCCS1	-4.7	.	0.6	.	-0.1	-12.3	-1.3
O=C(Nc1cccn(Cc2c(F)cccc2Cl)c1=O)NC1CCCCC1	5.9	.	-9.2	-1.3	.	-4.6	.
CCOc1ccccc1CNS(=O)(=O)c1cc(-c2cc(C)no2)ccc1OC	2.2	-1.9	-0.5	-3.7	.	-5.1	-5.0
NC(=O)COC(=O)c1ccc2c(c1)C(=O)N(Cc1ccco1)C2=O	0.6	14.3	0.1	-2.0	-0.2	1.2	-1.8
O=C1CSCc2nc3ccccc3n21	1.4	.	-2.1	0.6	0.0	-5.1	.
CNC[C@@H]1Oc2ccc(NS(=O)(=O)c3c(C)noc3C)cc2C(=O)N([C@H](C)CO)C[C@H]1C	-2.9	25.1	11.5	-7.4	0.2	3.9	-1.9
Cc1ccccc1NC(=O)Cn1cnc2c(oc3nc4c(cc32)COC(C)(C)C4)c1=O	-5.1	.	-0.1	-0.5	0.0	1.6	.
O=C(c1ccc(F)cc1)N1[C@@H]2CNc3ccccc3[C@@H]2[C@@H]1CO	2.5	3.4	-10.7	3.8	-0.4	4.9	-6.3
CCC1(c2ccc(Cl)cc2)NC(=O)N(CC(=O)NC2(C#N)CCCCC2)C1=O (configuration not stated)	0.8	1.1	11.4	1.1	-0.6	-3.3	-0.5
CN(CC(=O)N1CCc2ccccc2C1)c1ccccc1	5.2	11.4	4.3	-1.9	-0.1	2.0	5.3
C[C@@H]1CN([C@@H](C)CO)S(=O)(=O)c2ccc(-c3ccncc3)cc2O[C@@H]1CN(C)Cc1ccccc1	-3.1	.	5.3	5.7	-0.1	0.4	0.6
O=C(NN=C1C2CC3CC1CC(Cl)(C3)C2)c1cccs1	2.7	-7.0	-5.0	2.2	.	0.0	.
O=C(NCc1cccnc1)C12CC3CC(CC(Cl)(C3)C1)C2	1.4	.	1.9	-1.8	.	5.3	0.7
O=C(NCCc1ccccc1)c1ccc(-c2cccnc2)c2ccoc12	1.1	-20.8	-1.1	1.1	-0.2	-4.5	-1.9
COc1cccc(/C=N/n2c(C3CCCCC3)n[nH]c2=S)c1O	0.5	-12.4	-1.5	3.3	.	1.7	-3.9
O=C(NC1CCc2ccccc21)c1cc(COc2cncc(Cl)c2)on1 (configuration not stated)	-4.4	.	5.0	1.6	.	1.6	-3.8
CCN(CC)P(=O)(Nc1ccc([N+](=O)[O-])cc1)c1c(C)nn(CCC#N)c1NC(=O)c1ccc(Cl)cc1 (configuration not stated)	0.0	10.4	?	-1.1	.	-1.6	-0.6
CCNC(=O)C[C@H]1CC[C@@H]2[C@H](COc3ccc(NS(C)(=O)=O)cc3C(=O)N2C)O1	-7.1	-1.3	0.8	-6.8	-0.1	-4.2	1.0
CO[C@@H](CN(C)S(=O)(=O)c1ccc(C)cc1)[C@@H](C)CN(C(=O)Nc1ccccc1F)[C@@H](C)CO	-2.2	-7.8	1.6	.	0.0	8.4	0.5
COc1cc(OC)cc(C(=O)NCC(=O)OCC(=O)Nc2ncc(Cl)cc2Cl)c1	7.0	.	0.8	1.6	.	-6.1	.
CCOC(=O)N1CCN(C(=O)C2CCN(S(=O)(=O)c3ccc(NC(C)=O)cc3)CC2)CC1	-9.7	0.3	-2.9	0.3	.	1.4	-2.0
CO[C@H]1CN(C)C(=O)c2ccc(NC(C)=O)cc2OC[C@@H](C)N(C(=O)c2cccnc2)C[C@@H]1C	-4.4	6.1	0.8	-4.8	0.2	-1.4	-3.4

Looked up by compound from above, 4 records:
SMILES	ERp5 block	C2C12 statin	DENV2 CPE	SIRT5 block	E-sel inducer	S100A4 inh HTS	PglD inh
CN(CC(=O)N1CCc2ccccc2C1)c1ccccc1	5.2	11.4	4.3	-1.9	-0.1	2.0	5.3
CO[C@@H](CN(C)S(=O)(=O)c1ccc(C)cc1)[C@@H](C)CN(C(=O)Nc1ccccc1F)[C@@H](C)CO	-2.2	-7.8	1.6	.	0.0	8.4	0.5
O=C(NCc1cccnc1)C12CC3CC(CC(Cl)(C3)C1)C2	1.4	.	1.9	-1.8	.	5.3	0.7
CCNC(=O)C[C@H]1CC[C@@H]2[C@H](COc3ccc(NS(C)(=O)=O)cc3C(=O)N2C)O1	-7.1	-1.3	0.8	-6.8	-0.1	-4.2	1.0

Later entries.
SMILES	ERp5 block	C2C12 statin	DENV2 CPE	SIRT5 block	E-sel inducer	S100A4 inh HTS	PglD inh
COc1ccc(C#Cc2cnc3c(c2)C(=O)N([C@@H](C)CO)C[C@H](C)[C@H](CN(C)CC2CC2)O3)cc1	4.2	.	19.0	.	0.0	-8.6	.
CCCN1[C@H](C(=O)NCC)[C@@H](CO)[C@@H]2Cn3c(ccc(-c4ccc(OC)cc4)c3=O)[C@@H]21	-0.4	10.1	8.2	-14.3	-0.8	4.1	2.0
CN(C)c1ccc2c(c1)[C@H]1C[C@H](CC(=O)NCc3ccc(-c4ccccc4)cc3)O[C@H](CO)[C@H]1O2	-2.3	.	-4.2	3.7	-0.4	-3.3	.
COCC#Cc1cnc2c(c1)C(=O)N([C@H](C)CO)C[C@H](C)[C@@H](CN(C)C(=O)c1ccc(F)cc1)O2	-4.0	3.3	1.1	11.2	0.1	-4.9	3.9
COC(=O)N/N=C(\C)c1ccc(OC(F)F)cc1	-6.7	.	-1.9	0.7	1.5	0.0	.
COc1ccccc1CCNC(=O)c1cc(-c2ccccn2)nc2ccccc12	19.2	10.7	-5.6	-3.9	1.0	-2.2	4.6
O=C(/C=C/c1cccc([N+](=O)[O-])c1)NCCN1CCOCC1	1.0	21.2	.	-2.6	.	-1.0	3.6
CO[C@@H]1CN(C)C(=O)c2cc(NC(C)=O)ccc2OC[C@@H](C)N(C(=O)c2ccccn2)C[C@H]1C	2.7	7.8	1.2	-3.5	0.1	-2.3	5.3
COc1cccc(S(=O)(=O)Nc2ccc3c(c2)[C@H]2C[C@H](CC(=O)NCc4cccc(F)c4)O[C@@H](CO)[C@H]2O3)c1	0.0	0.1	-1.3	9.5	-0.4	0.8	2.6
CCOc1ccc(NC(=O)CSc2nc3c(c(=O)n2C)SC(C)C3)cc1 (configuration not stated)	1.3	-3.0	1.3	-5.5	0.0	4.2	6.0
O=S(=O)(Nc1ccc(-c2ccc3nncn3n2)cc1)c1ccccc1F	2.8	-13.8	-6.2	-5.1	.	-18.2	-1.9
COc1ccc(-c2ccc3c(c2)[C@@H]2[C@@H](CCN2C(=O)c2ccc4c(c2)OCO4)[C@@H](CO)N3)cc1	.	?	74.2*	.	2.4	.	-1.2
CCCC[C@@H]1CNCCN1CCc1cccc2ccccc12	5.8	-1.8	?	-1.0	0.0	-1.5	-5.6
C/C(=N/NS(=O)(=O)c1ccc(Cl)cc1)c1ccncc1	6.9	-5.4	6.2	-1.4	.	0.2	-3.3
CCOC(=O)C1CCCN(C(=O)c2cc(OC)ccc2Br)CC1 (configuration not stated)	6.0	2.0	-0.9	.	-0.1	-3.7	2.3
CCN(C[C@H]1N[C@@](C)(C(=O)OC)[C@H]2C(=O)N(C)C(=O)[C@@H]12)C(C)=O	-3.3	1.6	8.2	.	1.0	-2.6	1.2
S=C(Nc1ccc(Br)cc1Cl)Nn1cnnc1	-0.1	.	1.1	-2.8	.	-4.7	.
C[C@@H]1CN([C@H](C)CO)C(=O)c2cc(NC(=O)CCC(F)(F)F)ccc2O[C@@H](C)CCCCO[C@@H]1CN(C)Cc1ccc2c(c1)OCO2	-3.6	.	?	-4.8	0.1	-14.8	1.5
O=C(C1CCCC1)N1CC[C@@H]2[C@H]1c1cc(Br)ccc1N[C@@H]2CO	0.9	.	-6.6	3.1	0.2	8.9	.
Cc1ccc(S(=O)(=O)N2[C@@H](c3ccc(Cl)cc3)C(C(=O)O)=CC[C@H]2c2cccc(C)c2)cc1	3.0	-23.1	-3.6	.	.	-0.8	-3.5
CCc1ccc(NC(=O)CSc2ccccn2)cc1	3.7	.	.	0.5	-1.0	-6.8	.
CC(C)CCNC(=O)CN(Cc1ccco1)C(=O)CCC(=O)Nc1nccs1	0.2	?	4.3	-1.3	.	-0.2	6.7
O=C(/C=C/c1ccc([N+](=O)[O-])cc1)Oc1ccc(/C=N/NC(=O)c2ccncc2)cc1	-1.6	-6.5	-2.5	-2.7	.	9.3	3.8
C[C@H](CO)N1C[C@H](C)[C@H](CN(C)S(=O)(=O)c2ccc(Cl)cc2)OCCCC[C@H](C)Oc2ccc(NC(=O)CCCN(C)C)cc2C1=O	8.4	-82.4	21.4*	0.3	0.0	-15.4	-1.6
CNC(=O)C[C@@H]1CC[C@H]2[C@@H](COc3ccc(NC(=O)c4ccccc4OC)cc3C(=O)N2C)O1	-1.5	20.4	-6.7	-6.5	0.0	2.9	-3.3
CO[C@@H]1CN(C)C(=O)c2cc(NC(C)=O)ccc2OC[C@@H](C)N(CC2CC2)C[C@H]1C	-3.3	-0.6	2.4	-9.0	0.0	-2.0	3.5
Cc1ccc(-c2ccc([C@H]3[C@@H](CO)N4C(=O)CN(C(=O)c5cccnc5)C[C@H]34)cc2)cc1	2.8	.	-2.6	3.9	0.1	1.5	.

An excerpt, so the mix of outcomes need not match the whole.
